ABHD5-PLIN5 inh – inhibitors of human ABHD5-perilipin-5 interaction | Q00G26+Q8WTS1 | Split G. princeps luciferase complementation, luminescence, 4 h | inhibition, % at 4 µM | hit rate 0.78% among 360,000;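 active = inhibition above the mean inhibition across every tested compound plus 3 SD, cut at about 22% in these data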;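 also: 0% = DMSO only wells and the 100% control is not disclosed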
MC4R barr agon – human MC4R agonism via beta-arrestin | activation, % at 8.9 µM | P32245 | U2OS MC4R beta-arrestin complementation, luminescence; percent of melanotan II response, DMSO zero | AID 540308 | hit rate 0.98% among 360,000;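 active = activation above a per-plate cutoff, the mean activation of sample wells on that plate plus 3 SD, cut at about 8% in these data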
TLR9-MyD88 inh – blocks human TLR9 binding to MyD88. inhibition, % at 4.98 µM. hit rate 0.21% among 340,000. Q9NR96+Q99836. CHO BLA complementation TLR9-MyD88, CCF4 FRET ratio;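 active = inhibition above the mean over all tested compounds plus 3 SD, cut at about 21% in these data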;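 also: 0% = DMSO only wells and 100% = clavulanate BLA inhibitor control wells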
Target sequence (Q99836 whole entry, looked up): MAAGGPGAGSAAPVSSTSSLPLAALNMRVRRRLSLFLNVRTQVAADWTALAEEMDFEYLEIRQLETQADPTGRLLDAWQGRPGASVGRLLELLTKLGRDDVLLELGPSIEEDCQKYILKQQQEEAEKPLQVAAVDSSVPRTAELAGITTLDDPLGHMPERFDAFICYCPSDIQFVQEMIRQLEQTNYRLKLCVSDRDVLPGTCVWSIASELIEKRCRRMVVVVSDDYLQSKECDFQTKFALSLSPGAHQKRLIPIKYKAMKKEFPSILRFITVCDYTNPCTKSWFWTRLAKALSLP
Target sequence (Q9NR96 whole entry, looked up): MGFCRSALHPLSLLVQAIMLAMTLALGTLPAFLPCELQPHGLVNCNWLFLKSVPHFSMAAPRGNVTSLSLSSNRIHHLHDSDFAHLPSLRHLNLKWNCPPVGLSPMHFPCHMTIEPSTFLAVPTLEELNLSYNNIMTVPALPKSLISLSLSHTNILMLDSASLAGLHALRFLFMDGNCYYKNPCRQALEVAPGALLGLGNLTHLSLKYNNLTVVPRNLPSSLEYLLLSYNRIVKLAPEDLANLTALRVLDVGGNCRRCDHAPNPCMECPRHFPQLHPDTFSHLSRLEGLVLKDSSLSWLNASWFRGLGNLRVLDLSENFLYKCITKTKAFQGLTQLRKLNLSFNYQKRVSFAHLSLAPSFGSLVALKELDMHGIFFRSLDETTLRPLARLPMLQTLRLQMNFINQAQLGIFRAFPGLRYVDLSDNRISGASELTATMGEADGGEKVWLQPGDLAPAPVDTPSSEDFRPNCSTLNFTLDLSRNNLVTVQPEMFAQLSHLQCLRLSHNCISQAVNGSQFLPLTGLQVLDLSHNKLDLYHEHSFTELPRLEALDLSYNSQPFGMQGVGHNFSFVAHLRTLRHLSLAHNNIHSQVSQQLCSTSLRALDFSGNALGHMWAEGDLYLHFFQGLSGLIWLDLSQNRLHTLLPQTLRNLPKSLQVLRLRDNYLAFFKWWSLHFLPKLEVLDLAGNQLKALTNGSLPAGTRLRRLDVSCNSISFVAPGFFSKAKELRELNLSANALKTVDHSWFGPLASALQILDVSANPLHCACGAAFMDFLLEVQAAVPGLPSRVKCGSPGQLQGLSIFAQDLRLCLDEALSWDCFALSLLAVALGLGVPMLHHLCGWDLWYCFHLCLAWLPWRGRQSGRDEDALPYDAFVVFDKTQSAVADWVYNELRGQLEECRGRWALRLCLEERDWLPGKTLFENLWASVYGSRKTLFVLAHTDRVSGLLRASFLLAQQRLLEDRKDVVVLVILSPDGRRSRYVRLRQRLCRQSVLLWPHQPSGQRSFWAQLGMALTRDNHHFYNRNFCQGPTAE
MC4R antag cAMP – antagonists of human melanocortin 4 receptor (MC4R). MC4R-expressing cells, MTII-stimulated cAMP, LANCE TR-FRET. inhibition, % at 6.5 µM. hit rate 0.48% among 360,000. AID 540295;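 active = inhibition above its plate's cutoff, the mean of tested wells on that plate plus 3 SD, cut at about 29% in these data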;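 also: 0% = Melanotan II alone and 100% = Melanotan II plus saturating MCL0020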
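Material: human MC4R-expressing U2OS cells. Probe or stimulus: Melanotan II challenge. Dosing: 6.5 µM single dose. Times: 30-min compound, 1-h challenge, 1-h detection, room temperature. Technique: TR-FRET with Eu-cAMP and labeled anti-cAMP, 671 nm. Replication: singlicate.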
NOD2 RIPK2 PPI – inhibitors of human NOD2-RIPK2 interaction; hit rate 0.38% among 360,000; inhibition, % at 4.98 µM; O43353; CHO BLA complementation NOD2-RIPK2, CCF4 ratio; in the data active = inhibition above about 21%;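 also: 0% = vehicle only and 100% = reference blocker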
SRC3 inh – inhibitors of human steroid receptor coactivator 3 (SRC3) | HEK293 GAL4-SRC3 luciferase reporter, luminescence | hit rate 0.17% among 360,000 | inhibition, % at 3.6 µM | Q9Y6Q9;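 active = inhibition above a per-campaign cutoff, the mean of all compounds plus 3 SD, cut at about 60% in these data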;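 also: 0% = DMSO-treated cells and 100% = gossypol-treated cells at 36 µM; higher means less SRC3-driven luciferase light from the GAL4 reporter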
NCOA2 inhibitor – human SRC2 (NCOA2) inhibition; inhibition, % at 9 µM; AID 651957; HEK293 GAL4-SRC2 luciferase reporter, luminescence; hit rate 0.17% among 370,000;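 active = inhibition above the mean inhibition of all tested compounds plus 3 SD, set per campaign, cut at about 52% in these data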;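 also: 0% = DMSO treated cells and 100% = cells given Gossypol at 36 µM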
NR5A2 inv ag – suppresses constitutive activity of human LRH-1 | inhibition, % at 3.6 µM | hit rate 0.13% among 360,000 | HEK293T StAR-luciferase reporter, LRH-1 transfected, 24 h;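 active = inhibition above the mean inhibition of all tested compounds plus 3 SD, cut at about 73% in these data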;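 also: 0% = DMSO wells and 100% = reporter-only cells lacking LRH-1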
COUP-TFII inh – blocks human COUP-TFII nuclear receptor; P24468; HEK293T NGFI-A luciferase reporter, luminescence; inhibition, % at 8.6 µM; hit rate 0.7% among 370,000; AID 686940;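 active = inhibition above a per-plate cutoff, mean inhibition of test wells between control levels plus 3 SD, cut at about 38% in these data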;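 also: cells cotransfected with COUP-TFII expression vector driving the NGFI-A reporter; 0% = median of COUP-TF2 test wells and 100% = reporter-only cells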
NCOA1 inh – inhibitors of human steroid receptor coactivator 1 (SRC1); Q15788; HEK293 GAL4-SRC1 luciferase reporter, luminescence; inhibition, % at 3.6 µM; hit rate 0.12% among 360,000;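 active = inhibition above the campaign mean plus 3 SD, with each screening campaign given its own cutoff, cut at about 60% in these data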;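 also: 0% = DMSO treated cells and 100% = gossypol at 36 µM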
EBV LMP1 NFkB – inhibitors of Epstein-Barr LMP1-induced NF-kappaB reporter; LMP1-induced NF-kappaB luciferase reporter cells, luminescence; inhibition, % at 12.5 µM; hit rate 0.69% among 350,000; in the data active = inhibition above about 41%;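 also: 0% = neutral control wells and 100% = reference inhibitor control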
Active calls of the source: *; nt = no result given. A portion of the library; the hit share may differ from the screen's.

SMILES | ABHD5-PLIN5 inh | MC4R barr agon | TLR9-MyD88 inh | MC4R antag cAMP | NOD2 RIPK2 PPI | SRC3 inh | NCOA2 inhibitor | NR5A2 inv ag | COUP-TFII inh | NCOA1 inh | EBV LMP1 NFkB
Cc1sc(NC(=S)NC(=O)c2cccs2)nc1-c1ccc(CC(C)C)cc1 | -2.6 | 0.3 | 5.8 | 16.1 | -1.6 | -9.6 | -15.8 | -4.4 | -8.6 | 0.4 | -7.3
COc1ccc(Cl)cc1S(=O)(=O)N1CCC(C(=O)NC2CC2)CC1 | -8.7 | -2.2 | -3.2 | -0.2 | 0.6 | -2.8 | 16.7 | 9.6 | 5.6 | -8.9 | 1.8
Cc1ccc(OCC(=O)N/N=C/c2ccc([N+](=O)[O-])o2)cc1 | -4.2 | -3.2 | -8.4 | -2.8 | -5.7 | 17.3 | -9.1 | 14.8 | -1.4 | -6.6 | -7.2
Cc1cc(Cl)ccc1NC(=O)C1CCN(S(C)(=O)=O)CC1 | -4.0 | -1.7 | 3.1 | 12.1 | -0.6 | 18.4 | -8.5 | -6.6 | -10.1 | 10.4 | -1.1
COc1cc(/C=C2/C(=O)N(c3ccc(C)c(C)c3)N=C2C)cc([N+](=O)[O-])c1O | -15.8 | -0.3 | -14.6 | 0.2 | 6.7 | -44.3 | 13.3 | -3.5 | -16.5 | -1.9 | 6.1
COc1ccc(S(=O)(=O)Nc2noc3ccccc23)cc1OC | -1.1 | -1.6 | -7.5 | 4.3 | -3.0 | -3.3 | -28.6 | 5.3 | 3.4 | -22.2 | 13.1
CCN1CCN(c2ccc(S(=O)(=O)N3CCCCC3)cc2NC(=O)/C=C/c2cc(OC)ccc2OC)CC1 | 16.8 | -3.1 | -8.9 | 9.2 | 3.6 | 0.9 | -16.1 | 2.3 | 9.0 | 27.4 | 10.9
CCOC(=O)c1nnn(CC(=O)Nc2ccccc2OC)c1C(=O)OCC | 0.3 | 0.7 | 4.1 | 2.4 | -9.2 | -7.5 | -12.3 | 21.6 | -1.5 | 1.9 | 1.6
CCN(CC)Cc1c(C(=O)N/N=C/c2cccc(OCc3ccc(F)cc3)c2)nnn1-c1nonc1N | -4.4 | -3.5 | -3.4 | -3.8 | -2.5 | 11.8 | -13.9 | 16.1 | -16.7 | -3.7 | 3.4
Cc1nc(NC(=O)c2ccccc2)sc1-c1cc(C(=O)O)nn1Cc1ccccc1 | 8.8 | -1.9 | 4.3 | 0.3 | 1.9 | -9.2 | 0.9 | -2.9 | 10.5 | -17.2 | -4.0
CCOc1ccc(-c2nn(-c3ccccc3)cc2/C=C(\C#N)S(=O)(=O)c2ccccc2)cc1C | 1.0 | -0.4 | 0.8 | 8.2 | -0.9 | -17.9 | -33.6 | -20.4 | -1.5 | -6.2 | -1.9
Cc1cc(C(=O)N/N=C/c2ccccc2[N+](=O)[O-])c(C)o1 | -3.2 | -2.6 | 11.5 | 5.1 | -1.6 | -58.1 | -37.7 | -62.8 | -22.6 | -50.8 | -12.4
Cc1cccc(N/C(=N/S(=O)(=O)c2ccccc2)c2ccccc2)n1 | -1.5 | -4.2 | -5.1 | 9.3 | -13.9 | -34.0 | 10.1 | -2.6 | -2.8 | -25.8 | -2.1
C=C(C)C(=O)Nc1nnc(-c2cccs2)s1 | -0.8 | -0.9 | 11.1 | 22.5 | 5.1 | 13.3 | -14.0 | -2.7 | 0.3 | 3.2 | -6.2
COC(=O)CN(C#N)c1nc(NC(C)C)nc(OC)n1 | 7.5 | -0.5 | 6.9 | 0.1 | -5.7 | -0.9 | -2.4 | 1.0 | 0.2 | -0.6 | 2.7
O=S(=O)(Nc1nc2ccccc2s1)c1ccc(Br)s1 | 3.9 | -2.1 | -4.0 | 14.4 | -2.7 | 8.5 | -9.5 | 18.0 | 1.8 | 5.8 | 1.0
CC1=CC(C)(C)NC(=S)N1CCO | -2.9 | -1.7 | 2.5 | 4.5 | -6.8 | -5.8 | 11.3 | 1.2 | -9.2 | -16.2 | -7.3
Cc1cc(OCCn2cncn2)ccc1[N+](=O)[O-] | 8.6 | 0.5 | 10.4 | -2.5 | -14.2 | 22.6 | 8.8 | 16.8 | -6.2 | -13.4 | -21.4
Cc1sc2nc(CN3CCOCC3)nc(NS(=O)(=O)c3ccc4c(c3)OCCO4)c2c1C | 3.8 | -1.7 | -6.1 | 5.4 | -5.3 | 9.6 | -9.2 | -5.0 | -11.3 | -1.7 | -3.4
COC(=O)C1=C(C(=O)OC)[C@@H]2Nc3ccccc3[C@@]23C[C@@H](C(=O)OC)N(C(C)=O)C3=N1 | 0.2 | -1.2 | -6.5 | 3.1 | 5.1 | 5.0 | -4.0 | 10.6 | -6.0 | -57.8 | 6.8
CC(C)CNC(=O)CSc1n[nH]c(=O)n1CCc1ccccc1 | -0.4 | -0.8 | -7.7 | 14.6 | 9.2 | 2.9 | -51.2 | 7.5 | -8.6 | 9.6 | 0.4
Cc1ccccc1Cn1c(C)cc(C)c(C#N)c1=O | -0.4 | -1.2 | 2.9 | 1.8 | 6.6 | 23.4 | 4.3 | -3.7 | 20.5 | -1.9 | -0.5
Cc1ccc(NC(=O)n2ncc3c(C)cccc32)c(C)c1 | -0.8 | -1.2 | -9.8 | 9.1 | 7.3 | -74.2 | -8.9 | -31.4 | -23.4 | -101.0 | -8.6
CCOC(=O)N1CCN(C(=O)C(CC(C)C)NS(=O)(=O)c2ccc(C)cc2)CC1 (stereo not given) | 0.2 | -1.3 | -4.3 | 9.8 | 1.9 | 8.9 | -13.8 | -9.7 | -81.0 | -8.0 | -1.5
CCCCN(C(=O)COC(=O)c1nc2nccc(C)n2n1)C1CCS(=O)(=O)C1 (stereo not given) | 4.7 | -2.4 | 4.3 | -1.5 | -6.0 | -7.1 | -12.2 | 8.3 | 8.2 | -47.5 | 1.6
Cc1nn(C)cc1S(=O)(=O)Nc1ccccc1Br | -0.9 | -2.7 | 0.1 | 7.3 | -0.8 | 18.5 | -15.6 | -18.0 | -11.8 | -30.3 | -0.6
O=C(CN1C(=O)C2CC=CCC2C1=O)NC1CCCCC1 (stereo not given) | -6.2 | 0.3 | -13.1 | -4.1 | 2.1 | 12.3 | -28.6 | -21.3 | -17.5 | 0.4 | 4.3
O=C(NCc1ccccc1)c1ccc(NC(=O)c2ccco2)cc1 | -3.1 | -3.3 | -0.5 | 7.5 | 2.1 | -17.2 | -4.5 | -0.6 | -14.8 | 6.3 | 0.9
COc1ccc(Cn2cc(CN3CC(N4CCN(CCO)CC4)CS3(=O)=O)nn2)cc1 (stereo not given) | 2.6 | nt | nt | nt | -0.2 | nt | 5.8 | -6.1 | -6.1 | nt | nt
CCOc1ccc(CC(=O)NCC2(N3CCCCC3)CCCCC2)cc1 | 0.0 | -1.0 | -8.7 | 14.8 | -14.5 | 4.7 | -2.8 | -9.7 | 0.8 | 1.1 | -9.0
Cc1cccc(NC(=O)NC2(C(=O)NCc3ccco3)CCCCC2)c1 | 4.8 | -1.1 | -2.1 | 14.5 | 0.3 | 16.6 | 4.3 | 9.6 | 0.0 | -2.1 | -1.0
Cc1ccc(NS(=O)(=O)c2cc(-c3n[nH]c(=O)c4ccccc34)ccc2C)cc1 | 4.2 | -1.3 | -4.5 | -6.2 | -5.5 | 21.2 | -21.7 | 15.7 | 4.8 | -4.4 | 2.2
O=C(CSc1nnnn1C1CCCCC1)N1CCOCC1 | 1.6 | -0.8 | -8.8 | 15.8 | -1.5 | -5.1 | -5.0 | -18.4 | -10.8 | 5.3 | -2.9
c1ccc(Cn2nnc3c(N4CCCC4)ncnc32)cc1 | 2.9 | -1.4 | -2.0 | 0.7 | 5.9 | -8.8 | -0.5 | 2.9 | 3.9 | -15.3 | -3.8
Cc1onc(NC(=O)NC(=O)c2c(F)cccc2Cl)c1Br | -7.1 | 0.1 | 1.0 | 16.8 | -12.7 | -18.8 | -20.4 | 0.6 | -2.6 | -1.0 | -3.9
Cc1ccc(C)c(NS(=O)(=O)c2cc(C(=O)Nc3cccc(N(C)S(C)(=O)=O)c3)ccc2C)c1 | -2.3 | 0.4 | -7.2 | 13.1 | -0.3 | -22.2 | 11.5 | -40.6 | -2.9 | 11.5 | -0.2
Cc1cc(-c2nnc3n2N=C(c2ccccc2)CS3)n[nH]1 | -1.0 | -2.3 | -0.2 | 3.3 | -17.3 | 11.3 | 0.7 | 12.6 | -14.7 | 7.6 | 6.9
Cc1cc(C)nc(SCC(=O)N/N=C/c2cccs2)n1 | -4.8 | -1.6 | -1.8 | -1.8 | -2.2 | 3.3 | -24.9 | -1.5 | -14.5 | 2.4 | -8.9
Cn1cnnc1Sc1ccc(S(C)(=O)=O)cc1[N+](=O)[O-] | 15.2 | 1.0 | -1.1 | 4.1 | -7.0 | 14.3 | 0.6 | 6.2 | -3.6 | 0.1 | -3.7
CCCc1nc(NCCO)c(C#N)c2c1CCCC2 | -5.5 | -0.8 | nt | 9.2 | -4.4 | -4.0 | 18.4 | -14.0 | 12.0 | 3.7 | nt
COC(=O)C(Cc1ccccc1)OS(N)(=O)=O (stereo not given) | -3.1 | -0.6 | 8.1 | -1.6 | 1.2 | -15.9 | -20.3 | 16.1 | 14.5 | 7.0 | -7.5
Cc1ccc2nc(-c3ccc(NC(=O)CN4C(=O)NC(C)(c5ccc(OC(F)F)cc5)C4=O)cc3)sc2c1 (stereo not given) | 16.5 | 18.1* | 1.0 | 21.1 | -1.7 | -86.7 | -48.0 | -212.9 | -38.7 | -110.0 | -27.0
CCc1nnc(NC(=O)CSc2nnc(CNC(=O)c3ccc(OC)c(OC)c3)o2)s1 | 1.3 | -1.7 | 5.8 | -2.2 | -6.8 | 6.4 | 7.6 | -6.8 | 2.7 | -15.5 | -8.5
COc1ccc(OC)c(C(O)c2ncc(-c3ccccc3Cl)[nH]2)c1 (stereo not given) | -2.7 | 0.3 | nt | 14.8 | 5.3 | -25.0 | 12.9 | 0.1 | 4.2 | 4.1 | nt
CC(C)Oc1ccc(C(=O)/C(=C\c2cccs2)c2nc3ccccc3o2)cc1 | 7.8 | -2.1 | -13.8 | -1.3 | -12.9 | 21.8 | -7.0 | 4.0 | 24.6 | 8.2 | 14.9
CCCn1nnnc1SCC(=O)N1C(C)CCCC1C (stereo not given) | -5.0 | -2.2 | 0.3 | -3.2 | 1.1 | 3.9 | -23.6 | -5.9 | -3.4 | -7.0 | -3.9

Bioassay records: PubChem, several laboratories
